# Bioassay records deposited in PubChem BioAssay by National Center for Advancing Translational Sciences (NCATS).
# Integrin act MD = integrin-mediated muscular dystrophy alleviation activation; 350,000 tested, 0.064% active; alpha7betagal myoblasts, beta-gal FDG fluorescence, 48 h; AID 624291; Potency, µM (titrated, usually from 38.3 µM), without a hit: top-dose activation, hits mostly activators;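 note: potency is the fitted concentration of half-maximal effect; 100% = response of the positive control SU9516; nearly all actives have a fitted effect of over 60% in size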
#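 alpha7betagal+/- myoblasts (passage 13, 250/well) treated 48 h at 37C with compounds at 1:260 dilution of DMSO stock. Lysed, then beta-galactosidase activity read as FDG fluorescence (ex 480/em 540) after 30 min, with pre-read for autofluorescence.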
# ASM inhibitor = human S-ASM enzyme inhibition; P17405; placental ASM, HMU-PC fluorogenic substrate, 60 min; Potency, µM (highest dose often 57.5 µM), for inactives: top-dose activity change, negative = inhibition, most hits filed as inhibitors; 340,000 tested, 0.006% active; note: potency is the fitted concentration of half-maximal effect
# Target sequence (P17405 47-631 limits assumed): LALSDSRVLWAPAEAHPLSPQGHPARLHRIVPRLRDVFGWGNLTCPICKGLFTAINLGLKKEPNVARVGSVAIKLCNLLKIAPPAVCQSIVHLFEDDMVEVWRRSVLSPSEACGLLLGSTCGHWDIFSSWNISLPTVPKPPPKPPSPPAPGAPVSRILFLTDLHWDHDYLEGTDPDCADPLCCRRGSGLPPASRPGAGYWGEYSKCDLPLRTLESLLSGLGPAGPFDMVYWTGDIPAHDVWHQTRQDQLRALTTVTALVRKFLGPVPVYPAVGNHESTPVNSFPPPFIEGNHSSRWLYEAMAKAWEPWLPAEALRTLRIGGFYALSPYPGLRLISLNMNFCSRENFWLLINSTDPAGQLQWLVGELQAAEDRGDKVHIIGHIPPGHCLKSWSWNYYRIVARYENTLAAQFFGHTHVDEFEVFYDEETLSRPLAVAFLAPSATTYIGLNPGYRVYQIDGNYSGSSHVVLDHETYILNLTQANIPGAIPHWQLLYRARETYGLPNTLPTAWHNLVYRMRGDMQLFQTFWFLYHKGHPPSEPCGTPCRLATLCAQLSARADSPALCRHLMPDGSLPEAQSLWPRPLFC
#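 Human placenta-derived ASM preincubated with compound 10 min at room temperature, then reacted with 9 uM (final) fluorogenic HMU-PC substrate for 60 min at 37 C. Stop solution raises pH to 10; fluorescence read at Ex 386/Em 447 nm.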
# KCNH2 3.1 block = blocks the human KCNH2 3.1 channel isoform; U2OS KCNH2 3.1, thallium flux FluxOr; active compounds read low; activity change, % (tested at about 1.8 µM); 340,000 tested, 0.95% active; AID 720553;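 active = maximum activity change below -70%; inconclusive = maximum activity change from -70% to -50%; inactive = maximum activity change above -50%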;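 note: thallium influx rate constant from kinetic fluorescence after stimulation buffer; % is set by controls: 0 for no effect and ±100 for the full control effect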
#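 Steps: virus added to U2OS suspension (4 h, RT, dark); medium with 10% FBS added, cells plated, 37 C overnight; FluxOr/Red40 loading buffer 45 min RT; stimulation buffer, 2 min kinetic read; rate constant normalized.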
# TRPV1 ag = human TRPV1 agonism. activation, % at 8.33 µM. 320,000 tested, 0.19% active. TRPV1-expressing cells, Fluo-8 calcium influx, agonist mode; in the data active = activation above about 80%; inconclusive = between about 30% and that limit; note: 0% is about no effect
#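 Fluo-8 calcium influx in TRPV1-expressing cells, kinetic read (ex 480/em 520 nm). Compound added and read 3 min for agonist activity, followed by capsaicin at EC20 final and 2 min further read for enhancement.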
# MLL CXXC-DNA inh = blocks binding of human MLL CXXC domain to DNA; AID 2662; 290,000 tested, 0.037% active; MLL-CXXC / FITC-HOXA9 DNA fluorescence polarization; Potency, µM (series often up to 115 µM), for inactives: top-dose activity change, negative = inhibition, hits mostly inhibitors; Q03164; active = well fitted inhibition curve with a large enough effect in the polarisation, with a control signal flat, not every such curve was filed as active; inconclusive = small, poorly fitted or top-dose-only effect, or effect the other way, or a change in a side signal; inactive = no such curve, though single readings can be large or run the other way; the % refers to the polarisation; note: potency is the fitted concentration of half-maximal effect
#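 Fluorescence polarization: 7 uM MLL-CXXC (stock) preincubated 5 min with compounds, then 50 nM fluorescein-HOX-A9 DNA (stock) added; 30 min ambient. Buffer 50 mM Tris-HCl pH 7.5, 50 mM NaCl, 1 mM DTT, 0.05% BSA.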
# GALK inh = galactokinase (human) inhibition; P51570; Purified GALK, Kinase-Glo residual ATP luminescence; Potency, µM (doses to about 57.5 µM), without a hit: at the highest dose activity change, negative = inhibition, actives largely listed as inhibitors; 270,000 tested, 0.007% active; AID 1868; note: potency is the fitted concentration of half-maximal effect; % is set by controls: 0 for no effect and ±100 for the full control effect
#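 Quantitative HTS: GALK 5 nM, ATP 35 uM, galactose 100 uM, 1 h room temperature, then luciferase-based ATP detection.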
# MBNL1-CUG inh = blocks human MBNL1 binding to CUG repeat RNA; Potency, µM (titrated, usually from 57.5 µM), for the others: top-dose activity change, negative = inhibition, usual class: inhibitors; 280,000 tested, 0.036% active; TR-FRET MBNL1-His/biotin-(CUG)12 binding, 665/545 ratio; AID 2675; active = well fitted inhibition curve with a large enough effect in the signal ratio, with a control signal flat, not every such curve was filed as active; inconclusive = small, poorly fitted or top-dose-only effect, or effect the other way, or a change in a side signal; inactive = no such curve, though single readings can be large or run the other way; the % refers to the signal ratio; note: potency is the fitted concentration of half-maximal effect; % is set by controls: 0 for no effect and ±100 for the full control effect
# Target sequence (Q9NR56 whole entry, looked up): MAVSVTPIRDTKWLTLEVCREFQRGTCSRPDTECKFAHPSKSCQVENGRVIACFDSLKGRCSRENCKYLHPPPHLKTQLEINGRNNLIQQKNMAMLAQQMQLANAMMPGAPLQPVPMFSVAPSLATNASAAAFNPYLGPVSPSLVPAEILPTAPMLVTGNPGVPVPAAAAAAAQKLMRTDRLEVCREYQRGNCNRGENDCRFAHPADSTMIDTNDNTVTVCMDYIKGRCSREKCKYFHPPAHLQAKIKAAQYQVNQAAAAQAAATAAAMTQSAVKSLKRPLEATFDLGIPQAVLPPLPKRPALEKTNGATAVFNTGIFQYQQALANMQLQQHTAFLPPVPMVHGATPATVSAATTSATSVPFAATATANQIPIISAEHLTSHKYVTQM
#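 His-tagged MBNL1 binding to biotinylated (CUG)12 RNA was measured by TR-FRET using terbium anti-His antibody (0.055 ng/ul final) and streptavidin-XL665 (5 nM final). Compounds were titrated 92 nM to 58 uM; 60 min at room temperature.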
# A-T KAP1 phos = candidate therapy for ataxia-telangiectasia | 320,000 tested, 0.19% active | […] A-T fibroblasts, KAP-1 phosphorylation AlphaLISA; neocarzinostatin DNA damage 30 min before lysis | Potency, µM (top dose mostly 57.5 µM), without a hit: at the highest dose activation, hits mostly activators | AID 485349; note: potency is the fitted concentration of half-maximal effect; % of control where 0% means no effect; nearly all actives have a fitted effect of over 45% in size
#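 ATM-like activity read as KAP-1 phosphorylation via AlphaLISA donor/acceptor antibody pairs after lysis and 6 hr at 25C. Cells were ATM-null patient fibroblasts ([…], hTERT), dosed 60 min, then exposed to the DSB inducer NCS for 30 min.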
# Coupling enz = coupling enzyme interference in Giardia aldolase counter-screen | coupling enzyme system counterscreen, AmpLite Red fluorescence | activity change, negative = inhibition, % at 58.2 µM, hits read low | 290,000 tested, 0.67% active | AID 2472; in the data active = activity change below about -30%; note: % is set by controls: 0 for no effect and ±100 for the full control effect
#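 Counterscreen lacking aldolase: glyceraldehyde-3-phosphate coupling-enzyme reagent preincubated 10 min at RT with compound (at 57.5 uM final), then substrate/coupling system with AmpLite Red added; fluorescence read at 525/598 nm after 20 min RT.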
# hERG WT inh = KCNH2 (human, wildtype) channel inhibition | Q12809 | U2OS, BacMam KCNH2, thallium flux FluxOr; active compounds read low | activity change, % at 1.84 µM | 340,000 tested, 0.37% active;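 active = maximum activity change below -70%; inconclusive = maximum activity change between -70% and -50%; inactive = maximum activity change above -50%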; note: % is set by controls: 0 for no effect and ±100 for the full control effect
#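 U2OS cells were transduced with wild-type KCNH2 virus (2.03 x 10^8 / mL) for 4 h at room temperature, then cultured overnight at 37 C. Thallium flux was read with FluxOr dye. Rate constants were normalized to DMSO controls.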
# The depositor's hits bear a star; ? = inconclusive; . = no result given; [ ] = dose if it differs, or a comment. Unless noted, calls come from the whole dose curve; as a rule, active = well fitted curve in the direction sought with a large enough effect; inconclusive = small, poorly fitted or top-dose-only effect, or another doubt; inactive = no such curve, though single readings can be large; an effect the other way counts as inactive or inconclusive. An unsorted share of the library (roughly 2% active in at least one column).
SMILES,Integrin act MD,ASM inhibitor,KCNH2 3.1 block,TRPV1 ag,MLL CXXC-DNA inh,GALK inh,MBNL1-CUG inh,A-T KAP1 phos,Coupling enz,hERG WT inh
OCC1(CO)COC(CCc2ccccc2)=N1,1%,0%,-4,4,-2%,0%,6%,-1%,-1,3
O=C(NCC1OCCc2ccccc21)c1ccc(NC(=O)c2cccc(Br)c2)cc1 (configuration not stated),-28%,-2%,-3,18,10%,0%,-8%,3%,2,-1
Cc1onc(-c2ccccc2)c1C(=O)NCc1ccccc1F,22%,-14%,7,-1,-13%,5%,-3%,4%,2,-8
CCOc1ccc(NC(=NCc2ccc3c(c2)OCO3)SC2CC(=O)N(c3ccccc3)C2=O)cc1 (configuration not stated),13%,-22%,-15,3,8%,-3%,-4%,-4%,-1,-2
CCN1CCC(N2CCN(c3ccc(Cl)cc3)CC2)CC1,-55%[inhibitor],0%,16,0,44%[activator],-2%,3%,-3%,0,16
O=C(NCc1ccccn1)c1c(Cl)cccc1Cl,7%,3%,?,1,-1%,2%,2%,4%,2,-9
O=C1CCCN1CCC1CCN(C(=O)Nc2ccccc2)CC1,7%[7.66 µM],2%,3,-2,4%,0%,9%,2%,-1,10
O=C(NCCCN1CCOCC1)c1ccc(CS(=O)(=O)Cc2ccc(Cl)cc2)o1,3%,1%,-1,25,8%,1%,1%,-2%,2,38
CCOC(=O)C1CCCN(Cc2ccc(OCC)cc2)C1 (configuration not stated),4%,-1%,-3,10,3%,0%,-2%,.,3,11
Cc1occc1C(=O)Nc1c(F)c(F)c(F)c(F)c1F,23%,3%,-6,-7,21%,-3%,-3%,2%,-4,-9
O=C(NNC1=C(C(=O)C(F)(F)F)CCC1)c1cccc(O)c1,-10%,-3%,7,25,8%,0%,8%,-3%,-4,1
O=C(CP(=O)(c1ccccc1)c1ccccc1)Nc1cccc(CP(=O)(c2ccccc2)c2ccccc2)c1,-22%,3%,-9,2,-4%,-5%,9%,-3%,3,-5
Cc1c(NC(=O)Nc2ccc(Cl)c(Cl)c2)c(=O)n(-c2ccccc2)n1C,15%,0%,10,1,7%,-1%,8%,1%,-4,1
CSC1=C(C#N)C2(CCCC2)C(C#N)=C(N)N1,.,.,.,1,10%,-3%,-4%,9%,0,.
COc1ccccc1N1CCN(S(=O)(=O)c2cn(C)nc2C)CC1,26%,.,16,1,0%,-1%,-1%,7%,.,2
CC(=O)Nc1ccc2c(c1)C(=O)c1ccc(Cl)cc1-2,?,-4%,-4,.,.,.,.,.,.,1
CN(C(=O)CSc1nnc(Nc2ccccc2)s1)c1c(N)n(Cc2ccccc2)c(=O)[nH]c1=O,-12%,3%,-11,-1,8%,-1%,-2%,0%,-3,-9
CCCN(C(=O)CSCC(=O)Nc1cccc(C)c1)c1c(N)n(Cc2ccccc2)c(=O)[nH]c1=O,-13%,2%,-3,1,-3%,1%,-5%,17%,.,-1
COc1cc([N+](=O)[O-])ccc1NC(=O)Nc1cnccn1,2%,0%,1,1,5%,1%,13%,3%,-5,11
CCn1c(COc2cccc(C)c2)nnc1SCC(=O)N1CCCC1,-20%[7.66 µM],4%,-6,-3,-9%,1%,-3%,.,-2,-13
CN1/C(=C\C(=O)c2cccs2)C(C)(C)c2ccccc21,-6%,-5%,.,?,13%,.,16%,10%,-11,-4
CC(=O)NC1(C(=O)O)CCCC1,-9%,-5%,5,-1,-1%,5%,.,-1%,3,-4
COc1ccc(-c2cc(-c3cc(OC)ccc3O)[nH]n2)cc1,16%,-1%,-8,10,0%,-1%,-19%,0%,-2,-16
Cc1ccc(CNC(=O)C(=O)c2cn(CC(=O)N3CCOCC3)c3ccccc23)cc1,9%,-3%,18,1,9%,4%,18%,4%,.,-1
CC(=O)OCC(=O)Nc1cc(S(=O)(=O)N2CCCCCC2)ccc1Cl,7%,3%,-39,7,1%,1%,-8%,8%,6,-10
# Additional results follow:
SMILES,Integrin act MD,ASM inhibitor,KCNH2 3.1 block,TRPV1 ag,MLL CXXC-DNA inh,GALK inh,MBNL1-CUG inh,A-T KAP1 phos,Coupling enz,hERG WT inh
Cc1ccc(-n2c(SCC(=O)Nc3ccc4c(c3)OCCO4)nnc2-c2ccco2)cc1,-36%,-7%,-12,0,2%,3%,0%,.,5,-8
COc1ccc(S(=O)(=O)N2CCOCC2)cc1NC(=O)COC(=O)C1CC2CCCC(C1)C2=O (configuration not stated),-33%,-1%,8,0,2%,4%,3%,5%,.,-31
CCC1Nc2ncnc(N3CCOCC3)c2N(Cc2ccc(OC)cc2)C1=O (configuration not stated),-1%,4%,19,.,.,.,.,6%,.,1
CC(=O)Nc1sc(C)c(C)c1C(=O)OCC(=O)Nc1cccc(C)c1,9%,-1%,3,.,.,.,.,7%,.,3
COc1ccc(NC(=O)CCSc2nnnn2C)cc1,-3%,3%,5,-10,4%,14%,.,3%,0,0
O=C(Cn1nc(C(=O)O)c2ccccc2c1=O)NCCC1=CCCCC1,5%,-1%,4,0,13%,-3%,8%,-2%,-1,8
COc1cc(/C=C(\C#N)C(=O)NCC2CCCO2)ccc1OC(=O)c1ccco1 (configuration not stated),6%,1%,10,5,.,.,.,-12%,.,10
OCCC1CN(Cc2cccnc2)CCN1CCc1ccccc1 (configuration not stated),14%,6%,2,-1,7%,-2%,0%,3%,2,8
COc1ccc(-c2onc(C)c2C)cc1S(=O)(=O)NCCc1ccco1,-9%,-1%,-18,4,1%,7%,-4%,14%,.,7
CCC(=O)Nc1nc(C)c(-c2csc(Nc3cccc(C(=O)O)c3)n2)s1,10%,2%,4,-1,-15%,-5%,?,?,-8,1
COc1cc(OC)nc(Oc2cc(/C=N/O)ccc2OC)n1,-23%,0%,23,0,1%,-2%,1%,4%,2,5
COc1ccc(S(=O)(=O)N2CCC(C(=O)N3CCCC3)CC2)cc1Cl,-22%,1%,4,5,-1%,-1%,-5%,2%,3,-1
O=C1OCCC1Sc1nnc(-c2ccc(F)cc2)n1Cc1ccccc1 (configuration not stated),14%,4%,-2,3,-5%,-5%,-10%,4%,0,-6
O=c1c(N2CCOCC2)coc2ccccc12,16%,3%,-3,-2,10%,0%,-9%,2%,6,-10
CN(C)CCN(C(=O)c1ccc(S(=O)(=O)N2CCCC2)cc1)c1nc2ccc(Br)cc2s1,-64%[inhibitor],-3%,-13,1,-7%,-3%,0%,11%,.,17
CCOC(=O)C1(CCOC)CCN(C(=O)c2ccc(CSC)o2)CC1,-2%,3%,0,5,-7%,-7%,-9%,-12%,.,21
CC1CN(C(=O)c2cccc(S(=O)(=O)N3CCOCC3)c2)CC(C)O1 (configuration not stated),12%,0%,-9,1,-9%,4%,-4%,-8%,-1,-2
Cc1onc(-c2c(Cl)cccc2Cl)c1C(=O)Nc1nccs1,8%,-2%,0,-1,-7%,5%,1%,1%,-1,-1
NC(=O)c1ccc(C(=O)N/N=C(/Cc2ccccc2)c2ccccc2)cc1,1%,-1%,.,12,2%,6%,-4%,13%,2,-4
O=C1CC2(CCN(C(=O)c3ccc(F)cc3)CC2)Oc2ccccc21,40%,2%,-42,?,.,.,.,12%,.,-7
O=C(NCc1cccc(Cl)c1)c1cnccn1,-10%[7.66 µM],4%,0,2,-12%,3%,-6%,-6%,1,-11
CCOc1ccc(CCNC(=O)C2CCN(c3nnc(-n4cccc4)s3)CC2)cc1OCC,2%,-1%,2,-2,3%,0%,7%,2%,0,3
CC(=O)Nc1ccc(NC(=O)CCSCCc2ccccn2)cc1,17%,3%,3,2,12%,-4%,-2%,-5%,1,-17
CC(C)(C)c1ccc(-c2nc(C#N)c(NCc3cccnc3)o2)cc1,-37%,97%[activator],-10,8,3%,0%,4%,.,2,3
Nc1ccc2nc(NC(=O)C3CCCCC3)sc2c1,-1%,-1%,-6,1,1%,-2%,-8%,11%,0,5
O=[N+]([O-])c1ccc(N2CCOCC2)cc1N1CCCCC1,0%,-8%,-4,19,7%,5%,?,-29%,-1,-3
O=C(Cc1ccc([N+](=O)[O-])cc1)NCc1ccc2c(c1)OCO2,19%,3%,1,7,8%,2%,9%,-7%,1,-2
O=C(O)c1ccccc1CSc1nnnn1-c1ccccc1,11%,6%,5,-2,14%,-1%,-5%,3%,-2,5
Cc1cc(-c2nnc(CCC(=O)NCc3ccc(F)c(F)c3)o2)no1,-23%,2%,16,13,-12%,2%,-4%,3%,4,2
